PAFAH2 inh: PAFAH2 enzyme inhibitors, primary screen, biochemical, fluorescence polarization, human. AID 492956, 2010. recombinant PAFAH2, FP-rhodamine activity probe. inhibition, % at 3.39 µM. Platelet-activating factor acetylhydrolase 2, cytoplasmic (Homo sapiens), Q99487. 340,000 tested, 0.99% active;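 active means inhibition above the mean over all tested compounds plus 3 SD, cut at about 30% in these data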;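 further: inhibitors block probe labeling of enzyme so polarization drops; 0% = enzyme with DMSO and 100% = wells lacking PAFAH2 protein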
LYPLA2 inh: LYPLA2 inhibitors, primary screen, counter-screen for PME1 inhibitor project, biochemical, fluorescence polarization, FP-Rh probe ABPP; Acyl-protein thioesterase 2 (Homo sapiens), O95372; 320,000 tested, 0.38% active; inhibition, % at 5.9 µM; AID 2177, 2009; recombinant LYPLA2;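 active means inhibition above the screen-wide mean plus 3 SD, limit set per campaign, cut at about 26% in these data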;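 further: 0% = LYPLA2 with DMSO and 100% = wells lacking LYPLA2 enzyme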
ZTA counter: ZTA (EBV) inhibition in EBNA-1 counter-screen. AID 2234. inhibition, % at 11 µM. 320,000 tested, 0.15% active. ZTA-DNA binding, fluorescence polarization. P03206; in the data active means inhibition above about 33%
PREPL inhibitor: PREPL enzyme inhibitors, primary screen, biochemical, fluorescence polarization. 320,000 tested, 0.68% active. Prolyl endopeptidase-like (Homo sapiens), Q4J6C6. recombinant PREPL, fluorescence polarization activity-based probe. inhibition, % at 5.96 µM; in the data active means inhibition above about 43%;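 further: 0% = enzyme with DMSO and 100% = wells lacking enzyme; many of its hits are not listed in these tables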
Target sequence (Q4J6C6 whole entry, looked up): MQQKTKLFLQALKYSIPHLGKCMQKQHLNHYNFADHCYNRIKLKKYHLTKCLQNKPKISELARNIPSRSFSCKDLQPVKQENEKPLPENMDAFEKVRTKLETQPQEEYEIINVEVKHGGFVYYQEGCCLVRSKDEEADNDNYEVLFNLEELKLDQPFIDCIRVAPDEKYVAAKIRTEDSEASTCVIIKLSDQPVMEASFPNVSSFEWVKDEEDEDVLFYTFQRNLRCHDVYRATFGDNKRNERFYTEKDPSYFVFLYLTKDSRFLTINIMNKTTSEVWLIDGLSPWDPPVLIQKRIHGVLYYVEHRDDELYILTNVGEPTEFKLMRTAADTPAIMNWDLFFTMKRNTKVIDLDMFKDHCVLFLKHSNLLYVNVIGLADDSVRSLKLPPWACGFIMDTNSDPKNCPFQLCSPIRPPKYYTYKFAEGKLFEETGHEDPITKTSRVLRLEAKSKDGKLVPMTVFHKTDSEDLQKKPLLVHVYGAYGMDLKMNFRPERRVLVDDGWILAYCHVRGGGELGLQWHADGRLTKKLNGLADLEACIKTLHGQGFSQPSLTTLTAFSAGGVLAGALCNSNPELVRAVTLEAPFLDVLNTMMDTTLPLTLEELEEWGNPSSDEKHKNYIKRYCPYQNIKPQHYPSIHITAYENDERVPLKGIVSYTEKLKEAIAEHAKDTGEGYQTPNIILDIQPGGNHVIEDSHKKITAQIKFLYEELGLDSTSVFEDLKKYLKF
EBNA-1 inhibitor: EBNA-1 DNA-binding inhibitors, primary screen, biochemical, fluorescence polarization; AID 1950, 2009; inhibition, % at 14.8 µM; 300,000 tested, 0.34% active; in the data active means inhibition above about 28%
GSTO1 inh: inhibitors of recombinant GSTO1, primary screen, counter-screen for RBBP9 inhibitor project, biochemical, fluorescence polarization; inhibition, % at 5.96 µM; Glutathione S-transferase omega-1 (Homo sapiens), P78417; 300,000 tested, 1.1% active; activity-based probe fluorescence polarization; AID 1974, 2009;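 active means inhibition above the campaign mean inhibition plus 3 SD, cut at about 35% in these data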;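 further: 0% = GSTO1-1 with DMSO and 100% = wells lacking GSTO1-1 enzyme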
Target sequence (P78417 whole entry, looked up): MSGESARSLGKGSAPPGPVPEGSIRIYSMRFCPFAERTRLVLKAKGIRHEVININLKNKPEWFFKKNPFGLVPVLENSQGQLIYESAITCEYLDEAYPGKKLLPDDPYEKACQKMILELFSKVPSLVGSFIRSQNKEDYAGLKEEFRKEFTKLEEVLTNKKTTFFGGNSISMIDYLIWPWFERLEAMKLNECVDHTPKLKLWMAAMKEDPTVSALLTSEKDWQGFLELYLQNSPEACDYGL
PAD4 inh: human PAD4 inhibitors, primary screen, biochemical, fluorescence polarization, 1536-well format; recombinant PAD4, RCA probe fluorescence polarization; inhibition, % at 6.36 µM; 330,000 tested, 0.41% active; AID 485272, 2010;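 active means percent inhibition above a cutoff equal to the mean of all tested compounds plus 3 SD, cut at about 15% in these data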;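 further: 0% = PAD4 with RCA probe and DMSO and 100% = probe without PAD4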
PAFAH1B3 inh: PAFAH1B3 enzyme inhibitors, primary screen, biochemical, fluorescence polarization, human | Platelet-activating factor acetylhydrolase IB subunit alpha1 (Homo sapiens), Q15102 | recombinant PAFAH1B3, FP-rhodamine probe | inhibition, % at 3.39 µM | 340,000 tested, 0.28% active | AID 492972, 2010;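 active means inhibition above the screen-wide average of all tested compounds plus 3 SD, cut at about 25% in these data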;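 further: 0% = enzyme with DMSO only and 100% = wells lacking PAFAH1B3 protein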
LYPLA1 inh: LYPLA1 inhibitors, primary screen, counter-screen for PME1 inhibitor project, biochemical, fluorescence polarization, FP-Rh probe ABPP. 320,000 tested, 0.16% active. Acyl-protein thioesterase 1 (Homo sapiens), O75608. recombinant LYPLA1. inhibition, % at 5.9 µM;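 active means inhibition above the mean of all tested compounds plus 3 SD, set per campaign, cut at about 14% in these data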;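 further: inhibitors block serine hydrolase probe labeling of LYPLA1 so polarization falls; 0% = enzyme with DMSO and 100% = wells lacking LYPLA1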
Numbers without * were called inactive; nt = no result given. These rows are one share of the data; rates above refer to the full screens.

SMILES	PAFAH2 inh	LYPLA2 inh	ZTA counter	PREPL inhibitor	EBNA-1 inhibitor	GSTO1 inh	PAD4 inh	PAFAH1B3 inh	LYPLA1 inh
Cc1cc(SCC(=O)N(C)C2CCCCC2)nc2ccccc12	-1	nt	nt	-5	nt	nt	0	2	nt
CCCCCn1c(N2CCOCC2)nc2c1c(=O)n(CC(N)=O)c(=O)n2C	10	1	2	8	9	0	3	3	-1
Cc1ccccc1OCC(=O)OCC(=O)c1ccc(OC(=O)c2ccccc2)cc1	-8	0	2	-4	15	3	2	-2	-4
Cc1cccc(OCc2nnc(SCc3nc4ccccc4c(=O)[nH]3)o2)c1	-7	2	-7	-8	-9	-1	-2	-2	-2
Cc1ccc(-n2nc(C)c(Sc3ccccc3[N+](=O)[O-])c2N)cc1	-1	7	5	3	14	3	1	0	2
CS(=O)(=O)N1CCC(C(=O)Nc2ccc(Oc3ccccc3)cc2)CC1	-14	-2	7	-10	-18	-7	-11	-5	0
CC(=O)Nc1ccc(NC(=O)C(C)OC(=O)/C(C#N)=C/c2ccc(N(C)C)cc2)cc1 (stereo not drawn)	-96	-121	-7	-85	26	-82	-7	-76	-51
Cc1cc(NC(=O)c2ccc3c(c2)C(=O)N(C(C)(C)C)C3=O)no1	3	-2	-18	14	-12	4	-4	10	-1
COC(=O)C1=C(C)N(C2CCCCC2)C(=O)C1	12	1	13	-4	0	4	-5	3	1
Cc1ccc(-n2c(C)cc(/C=C3\NC(=O)NC3=O)c2C)c(C)c1	11	9	-5	7	-5	3	-5	12	2
COc1ccc(C(=O)Nc2ccc3[nH]ncc3c2)cc1OC	2	-8	1	-7	0	2	-4	2	-2
CC(C)c1ccc(OCCCCN2CCCCC2)cc1	0	3	11	10	6	-2	1	6	-2
COc1cc(C2C3=C(CCCC3=O)OC3=C2C(=O)CCC3)ccc1OCC(=O)Nc1ccccc1	1	11	-10	9	-6	8	-3	10	2
Fc1cccc(COc2ccccc2CNc2ccccc2)c1	2	0	-2	15	-5	1	1	-2	1
Clc1ccc(C2=NN=C3COc4ccccc4N3C2)cc1	-3	-1	1	-3	1	-3	-3	-3	-2
O=c1cc(CO)oc(CN2CCN(c3cccc(C(F)(F)F)c3)CC2)c1O	2	-4	1	5	1	9	-1	3	1
COc1cc(C2C(C#N)=C(N)Oc3cc(C)oc(=O)c32)cc(OC)c1OC (stereo not drawn)	4	-2	4	3	3	1	0	9	1
CC(=O)c1ccc(S(=O)(=O)NCc2cccnc2)cc1	-7	-7	11	-2	4	-2	2	4	-1
COC(=O)Cc1ccc(NC(C)=O)cc1	0	-5	6	16	nt	nt	0	12	0
Nc1ccc(C(=O)OCC(=O)NC2CCS(=O)(=O)C2)cc1[N+](=O)[O-] (stereo not drawn)	1	1	6	5	-2	2	-6	-8	0
COc1ccccc1CNC(=O)CS(=O)Cc1nc(-c2ccccc2C)oc1C (stereo not drawn)	0	2	5	-14	1	-3	4	-8	-1
O=C(CNC(=O)c1cccs1)N=Nc1c(O)[nH]c2ccc([N+](=O)[O-])cc12	3	-4	16	14	-4	39*	-7	11	-2
Cc1ccc2c(c1)C(=O)N1[C@H]3c4cc(Br)ccc4OC[C@@H]3[C@H](c3ccccc3)[C@]1(C)C(=O)N2	-19	nt	nt	16	nt	nt	2	-5	nt
Cc1ccnc(NS(=O)(=O)c2ccccc2)c1	4	-4	-2	5	-16	1	10	3	-3
COc1cc(CNCCc2ccc(S(N)(=O)=O)cc2)ccc1OCc1ccc(Cl)cc1	-1	3	-18	25	-5	-2	-1	8	-1
CN(C)Cc1ccc(O)c(CCc2ccccc2)n1	3	6	-12	0	6	-3	1	5	7
CO/N=C/C(=N\Nc1cc(OC)cc(OC)c1)C(=O)c1ccccc1	8	-8	0	15	-16	-1	-4	-2	-6
Cc1c(Cl)c(C(=O)N2CCCC2)nn1C	-2	3	1	2	3	-1	-3	2	0
COc1ccccc1/C=N/Nc1cc(C)nc(N2CCOCC2)n1	3	-2	12	5	10	0	-5	3	-3
O=C(NCc1ccc(C(F)(F)F)cc1)c1ccc2c(c1)S(=O)(=O)c1ccccc1C2=O	-5	1	3	8	5	4	-1	1	-6
CCN(CC)c1ccc(NC(=O)C2CCCN(S(=O)(=O)c3cnc[nH]3)C2)c(C)c1 (stereo not drawn)	5	-3	1	0	5	7	2	7	0
Nc1nonc1-n1nnc(C(=O)N/N=C/c2ccc(Br)cc2)c1-c1ccc2c(c1)OCO2	1	-2	4	-5	-3	5	0	0	2
Cc1cccc(C)c1N(CC(=O)N/N=C/c1cc(Br)c(C)o1)S(C)(=O)=O	11	0	-10	-3	10	3	2	-1	-1
COc1ccc(C(=O)NCCS(=O)(=O)N2CCc3ccccc3C2)cc1OC	-4	5	4	5	8	6	0	5	-3
C=C1c2cc3c(cc2NC(=S)N1Cc1ccccc1)OCO3	nt	1	5	0	-11	22	0	nt	-3
CCn1c(SCC(N)=O)nc2c(c1=O)C1(CCCC1)Cc1ccccc1-2	7	3	2	6	-6	-12	-1	-2	-2
COC(=O)c1ccc(NC(=O)Cn2nc(-c3ccncc3)nc2SCC(=O)Nc2nccs2)cc1	-6	-35	-17	0	52*	-11	-4	4	-17
CC(C)N1C(=O)S/C(=C/c2cccnc2)C1=O	2	4	3	-4	3	-2	2	5	3
Cc1cc(-c2csc(NC(=O)c3ccc(=O)n(C)n3)n2)c(C)n1CC1CCCO1 (stereo not drawn)	19	-2	0	20	-1	17	-4	17	-4
CCOc1ccc(C(C)=O)cc1CN1C(=O)NC2(CCCCCCC2)C1=O	-6	3	-15	8	-10	6	0	5	2
COc1cc(C=O)ccc1OCCOCCOc1cc(C)ccc1Cl	-7	2	-5	-4	6	1	-5	-1	2
CC1(c2nnc(-c3cccc(Cl)c3)o2)CC(c2ccccc2)=NO1 (stereo not drawn)	2	0	-19	2	-2	6	2	3	0
O=C1C(=O)c2ccccc2C(O)=C1c1cccc([N+](=O)[O-])c1	nt	-2	10	5	4	-12	-10	nt	2
Cc1cccc(C(=O)NC(C)c2ccc(-n3ccnc3)cc2)c1C (stereo not drawn)	-2	1	5	-4	4	7	2	10	1
CCCc1cc(C(=O)N2CCCC(N3CCN(c4ccccc4C)CC3)C2)n(C)n1 (stereo not drawn)	-1	12	-11	36	-2	-1	-3	2	8
CCN(C(=O)CN1CCC(C(=O)OC)CC1)c1c(N)n(Cc2ccccc2)c(=O)[nH]c1=O	-1	nt	nt	13	nt	nt	-1	14	nt
CN(CCC#N)C(=S)NC(=O)c1ccc(S(=O)(=O)N2CCOCC2)cc1	-8	9	-9	-8	-6	-5	-2	2	3
CCn1c2ccccc2c2cc(/C=N/NC(=O)c3ccc(O)cc3)ccc21	-19	-39	-10	24	0	-82	-3	-18	-26
COc1cn(-c2ccccc2)nc1C(=O)Nc1ccc(C)cc1Cl	-4	2	-3	-6	-1	-2	-4	5	1
O=C(c1ccc(NC2=NC3CS(=O)(=O)CC3S2)cc1)N1CCN(c2ccc(F)cc2)CC1 (stereo not drawn)	10	4	-9	-2	3	0	5	-12	-19
NC(=O)COC(=O)c1ccc(-c2ccccc2)cc1	1	2	-13	1	-1	10	2	3	0
O=C(O)Cc1c(O)ccc2ccccc12	4	2	-9	9	-3	4	1	3	3
O=C(Nc1nc(-c2ccccc2)cs1)c1ccccc1F	-4	-2	-7	-16	15	-8	-4	8	-4
COc1ccc(/C=N/NC(=O)c2ccoc2C)cc1CN1CCN(c2ccc(F)cc2)CC1	1	-3	-6	8	-14	-7	3	5	-2
COc1ccc(S(=O)(=O)N2CCN(C)CC2c2ccccc2)cc1 (stereo not drawn)	-7	-5	2	4	nt	nt	-1	-7	1
CC(=O)Nc1nc(N(C)C)nc(N(C)C)n1	-4	-1	4	-3	3	4	-5	-1	1
CCc1cc(=O)oc2c(C)c(O)c(CN(C)C)cc12	2	-7	6	0	4	3	-1	-4	0
CCCn1cc2c(c1-c1cccc(C)c1)c(=O)n(C)c(=O)n2C	9	7	-1	16	3	5	-3	4	0
Cc1ccc(OCc2cc(C(=O)N(C)CCc3ccccn3)no2)cn1	-2	5	-18	12	-2	0	-4	5	1
CCOC(=O)c1ccc(NC(=S)N(CCN2CCCCCC2)Cc2ccco2)cc1	0	-1	-3	-4	-12	2	-6	8	1

A second format for 13 compounds above.
Structure,PAFAH2 inh,LYPLA2 inh,ZTA counter,PREPL inhibitor,EBNA-1 inhibitor,GSTO1 inh,PAD4 inh,PAFAH1B3 inh,LYPLA1 inh
CCn1c2ccccc2c2cc(/C=N/NC(=O)c3ccc(O)cc3)ccc21,-19,-39,-10,24,0,-82,-3,-18,-26
COc1cn(-c2ccccc2)nc1C(=O)Nc1ccc(C)cc1Cl,-4,2,-3,-6,-1,-2,-4,5,1
O=C(c1ccc(NC2=NC3CS(=O)(=O)CC3S2)cc1)N1CCN(c2ccc(F)cc2)CC1 (stereo not drawn),10,4,-9,-2,3,0,5,-12,-19
NC(=O)COC(=O)c1ccc(-c2ccccc2)cc1,1,2,-13,1,-1,10,2,3,0
O=C(O)Cc1c(O)ccc2ccccc12,4,2,-9,9,-3,4,1,3,3
O=C(Nc1nc(-c2ccccc2)cs1)c1ccccc1F,-4,-2,-7,-16,15,-8,-4,8,-4
COc1ccc(/C=N/NC(=O)c2ccoc2C)cc1CN1CCN(c2ccc(F)cc2)CC1,1,-3,-6,8,-14,-7,3,5,-2
COc1ccc(S(=O)(=O)N2CCN(C)CC2c2ccccc2)cc1 (stereo not drawn),-7,-5,2,4,nt,nt,-1,-7,1
CC(=O)Nc1nc(N(C)C)nc(N(C)C)n1,-4,-1,4,-3,3,4,-5,-1,1
CCc1cc(=O)oc2c(C)c(O)c(CN(C)C)cc12,2,-7,6,0,4,3,-1,-4,0
CCCn1cc2c(c1-c1cccc(C)c1)c(=O)n(C)c(=O)n2C,9,7,-1,16,3,5,-3,4,0
Cc1ccc(OCc2cc(C(=O)N(C)CCc3ccccn3)no2)cn1,-2,5,-18,12,-2,0,-4,5,1
CCOC(=O)c1ccc(NC(=S)N(CCN2CCCCCC2)Cc2ccco2)cc1,0,-1,-3,-4,-12,2,-6,8,1

Bioassay records: PubChem, The Scripps Research Institute Molecular Screening Center
